Screening results deposited in PubChem BioAssay by several laboratories.
HSF-1 act – HSF-1 activators, primary screen, NIH3T3-HGL cells, MG132 stress, luminescence, single point | NIH3T3-HGL HSF-1 luciferase reporter, 8 h; 100% = twice DMSO control signal | activation, % at 9 µM | 300,000 tested, 1.7% active | AID 504408, 2011;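 active = mean replicate activation of at least 50% with a set share of replicates each reaching 50%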;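 note: 0% = median of the neutral control wells and 100% = twice that signal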
HSF1 inhib – HSF1 inhibitors in luciferase reporter cells, primary screen, cell-based, NIH3T3, luminescence | activity change, negative = inhibition, % at 7.5 µM (by protocol) | 300,000 tested, 0.77% active | AID 2098, 2009 | NIH3T3-HGL HSE-luciferase, MG132-induced, luminescence 8 h; hits give low values;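 active = more than half of replicate wells show activity change below -50%, luminescence cut by over half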;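 note: luciferase reports HSF-1 transcriptional activity via heat shock element; 0% = median of DMSO wells and -100% = zero luminescence signal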
PolyA inhibitor – polyadenylation inhibitors in yeast reporter cells, primary screen, luminescence, S. cerevisiae; 300,000 tested, 0.02% active; AID 1875, 2009; calls only at 12 µM; S. cerevisiae SKY197-pL101 polyadenylation reporter, beta-gal luminescence; efflux-impaired pdr1/pdr3 knockout yeast; score 100 = 6 SD above DMSO;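 active = lowest replicate activity score at least 50, where 100 means six control SD above control mean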;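 note: yeast exposed to compound for 9 h at 30 °C; higher score means more reporter readthrough which indicates perturbed polyadenylation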
HSP90 inh – HSP90 inhibitors, primary screen, cell lysate, luminescence; Rabbit reticulocyte lysate, luciferase refolding luminescence, 3 h; 290,000 tested, 0.91% active; Heat shock protein HSP 90 (rabbit reticulocyte lysate; luciferase refolding); AID 1789, 2009; inhibition, % at 5.6 µM;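 active = inhibition above the screen-wide mean plus 3 SD, computed separately per campaign, cut at about 16% in these data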;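 note: 0% = DMSO wells and 100% = 60 µM geldanamycin wells; inhibitors lower the luminescence because luciferase stays unfolded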
HDAC3 inhib – HDAC3 deacetylase inhibitors, primary screen, biochemical, fluorescence, cell-free homogeneous; recombinant HDAC3, fluorogenic peptide/trypsin coupled; Histone deacetylase 3 (Homo sapiens), O15379; 320,000 tested, 0.15% active; AID 2718, 2010; inhibition, % at 8.3 µM; in the data active = inhibition above about 26%, passing the limit was not always enough
Target sequence (O15379 whole entry, looked up): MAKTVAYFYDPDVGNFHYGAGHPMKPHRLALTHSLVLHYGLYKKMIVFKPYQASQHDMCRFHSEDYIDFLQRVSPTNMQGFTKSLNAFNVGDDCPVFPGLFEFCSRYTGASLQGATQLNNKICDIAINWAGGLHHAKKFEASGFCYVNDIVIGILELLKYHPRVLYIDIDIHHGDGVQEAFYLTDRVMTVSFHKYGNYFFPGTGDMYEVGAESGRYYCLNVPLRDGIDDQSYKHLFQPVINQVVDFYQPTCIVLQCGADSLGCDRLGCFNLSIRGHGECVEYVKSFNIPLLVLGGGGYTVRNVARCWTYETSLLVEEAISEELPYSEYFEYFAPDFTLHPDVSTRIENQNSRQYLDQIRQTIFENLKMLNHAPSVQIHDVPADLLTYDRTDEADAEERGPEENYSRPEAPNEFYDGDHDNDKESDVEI
Dyrk1A ADPGlo – rat Dyrk1A kinase inhibitors, primary screen, biochemical, single point, plate reader. ADP-Glo luminescence, NFATc1 peptide. inhibition, % at 12.5 µM. 310,000 tested, 0.43% active. AID 504441, 2011; in the data active = inhibition above about 50%;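 note: plate controls were vehicle with enzyme for no effect and no enzyme for full effect; many of its hits are not listed in these tables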
GSK3B inh – human GSK3beta kinase inhibitors, primary screen, biochemical, cell-free homogeneous, HTS; Glycogen synthase kinase-3 beta (Homo sapiens), P49841; GST-GSK3beta kinase, ADP-Glo luminescence, 60 min; hits give low values; activity score (negative = inhibition), % at 10 µM; 300,000 tested, 0.038% active;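 active = more than half of replicate wells score below -50%, meaning over 50% inhibition versus plate controls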;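 note: 0% = median DMSO wells and -100% = median GW8510 positive control wells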
Target sequence (P49841 whole entry, looked up): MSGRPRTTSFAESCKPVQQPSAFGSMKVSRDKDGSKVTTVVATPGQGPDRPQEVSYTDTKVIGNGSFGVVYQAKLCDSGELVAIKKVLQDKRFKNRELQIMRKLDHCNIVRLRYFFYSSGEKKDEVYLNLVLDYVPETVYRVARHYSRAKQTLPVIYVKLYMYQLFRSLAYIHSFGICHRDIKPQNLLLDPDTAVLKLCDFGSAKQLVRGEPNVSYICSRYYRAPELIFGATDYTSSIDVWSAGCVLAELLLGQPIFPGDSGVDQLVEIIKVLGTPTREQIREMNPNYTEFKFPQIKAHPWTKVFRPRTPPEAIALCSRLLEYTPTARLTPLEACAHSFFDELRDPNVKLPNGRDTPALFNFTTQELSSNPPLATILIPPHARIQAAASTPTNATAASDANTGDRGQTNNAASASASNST
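Test system – GST-tagged human GSK3beta kinase, cell-free · Incubation – 60 min enzyme reaction, room temperature · Signal – ADP-Glo luminescence · Also added – peptide substrate and ATP at 25 µM · Controls – DMSO neutral wells and GW8510 at 20 µM as positive · Buffer or medium – Tris/MgCl2 kinase buffer · Measure – Luminescence-derived activity versus plate DMSO and GW8510 wells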
AI-2 QS mod – Vibrio harveyi AI-2 quorum sensing modulators, primary screen, JMH597 strain, luminescence/OD600 ratio; 300,000 tested, 0.4% active; Vibrio harveyi JMH597 AI-2 luminescence/OD600 ratio, 9 h; hits give low values; strain lacks LuxN and CqsS sensors; 0 = neutral-control median; activity change, % at 7.5 µM; in the data active = activity change below about -75%, passing the limit was not always enough;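 note: luminescence divided by OD600 gain over 9 h not by final OD600 alone; inactives centre near 13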
Platelet DG rel – inhibitors of platelet dense granule secretion, primary screen, cell-based, MLPCN, human platelets; human platelet-rich plasma, SFLLRN dense granule ATP release, luminescence; 300,000 tested, 0.22% active; inhibition, %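 (compounds screened at 7.5 µM in platelet-rich plasma)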;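 active = mean replicate score, as percent of positive control, at or above 50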
GSK3A inh – blockers of GSK3A enzyme activity – biochemical, luminescence, cell-free homogeneous, HTS, primary screen. inhibition, % at 10 µM. 320,000 tested, 0.1% active. AID 2650, 2010. GSK-3 alpha kinase, ADP-Glo luminescence, 60 min;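 in the data active = inhibition above about 50%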;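 note: GST-tagged GSK-3 alpha with peptide substrate and 25 µM ATP; 0% = DMSO neutral wells and 100% = GW8510 positive control wells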
* hit, by the source's call; i = inactive; . = no result given; & = joins results of further samples.

The line under a structure holds: HSF-1 act	HSF1 inhib	PolyA inhibitor	HSP90 inh	HDAC3 inhib	Dyrk1A ADPGlo	GSK3B inh	AI-2 QS mod	Platelet DG rel	GSK3A inh
1: CCC(C)NC(=O)Cn1nc(Cc2ccncc2)c2ccccc2c1=O (centres undefined)
  26	-4	i	-2	-3	0	-1	12	-2	-4
2: COc1ccc(C)c2sc(NC(=O)c3cccc(N4C(=O)CCC4=O)c3)nc12
  -24	-7	.	2	1	7	-1	29	-3	-3
3: COc1ccc(/C=C/C(=O)c2cc(Br)ccc(=O)c2O)cc1
  .	.	.	2	4	9	.	.	.	-2
4: COc1ccc(CN2CSC(=S)N(Cc3ccccc3)C2)cc1
  11	5	i	1	8	-2	0	11	-1	-1
5: Cc1nn(C)c(C)c1S(=O)(=O)N1CCc2ccccc21
  4	-7	i	0	4	0	1	1	1	1
6: CCOP(=O)(O)c1ccccc1OCCOCCOc1ccccc1P(=O)(O)OCC
  1	-1	i	1	1	0	6	18	1	-6
7: CCc1ccc(-c2cn(-c3nc(C)cc(C)n3)c(=N)o2)cc1
  -35	-40	i	-5	-4	-7	1	20	0	-2
8: O=C(/C=C/c1ccco1)Nc1ccc(C(=O)N2CCOCC2)cc1
  -6	-1	i	-4	7	-1	1	16	-2	-2
9: COc1ccc(-c2noc(=O)n2Cc2ccccc2Cl)cc1
  5	-1	i	-3	-8	-3	2	14	7	-3
10: CCCCn1c(N)c(N(CCOC)C(=O)C(C)Oc2ccc(Cl)cc2)c(=O)[nH]c1=O (centres undefined)
  1	-3	i	.	.	1	1	28	-3	.
11: CC(C)CCN1CCN(Cc2nc(-c3ccccc3)cs2)CC1CCO (centres undefined)
  20	-1	i	-2	4	-8	2	11	13	0
12: O=C(CCC(=O)OCc1ccc(Br)cc1)Nc1ccccc1
  -9	-5	i	1	1	1	1	19	23	-3
13: CN1CCN(c2ccccc2NC(=O)c2c(F)cccc2F)CC1
  -3	-10	i	0	-1	.	0	13	-1	-2
14: C=CCOC(=O)C1=C(C)NC(SC)=C(C#N)C1c1ccc(OCC)cc1 (centres undefined)
  19	14	i	5	-1	12&3	1	-7	8	-2
15: CCOC(=O)C1=C(COC(=O)[C@@H]2CCCN2S(=O)(=O)c2ccc(C)cc2)NC(=O)NC1C (some centres undefined)
  -17	-5	i	2	-1	0	-3	0	0	-3
16: CN1CC(c2ccc(Cl)c(Cl)c2)[C@@]2(COc3ccccc3C2=O)[C@@]12C(=O)Nc1ccccc12 (some centres undefined)
  4	-2	i	3	-8	-8	3	14	-1	2
17: COc1cccc(NC(=O)COC(=O)c2ccc(S(=O)(=O)NCc3ccco3)cc2)c1
  7	-4	i	1	-3	.	3	42	-2	1
18: COc1ccccc1N1CCN(C(=O)CSc2nnc3n2C(C)(C)Cc2ccccc2-3)CC1
  .	.	i	1	.	-3	-1	13	5	.
19: CCOC(=O)C1(CCOc2ccccc2)CCN(Cc2cc(OC)cc(OC)c2)CC1
  14	2	i	8	0	-5	3	-1	-9	0
20: CC(C)CNC(=O)COC(=O)c1ccccc1SCC(=O)NCC(C)C
  13	2	i	-3	5	-5	2	-7	8	-9
21: CCN1CCN(Cc2ccc(NC(=O)c3cc(NC(=O)C4=NN(c5ccccc5)C(=O)C4)cc(OC)c3)cc2C(F)(F)F)CC1
  3	-2	i	.	-5	0	-3	29	-2	8
22: COc1cc(C(=O)NNC(=O)NC2CCCCC2)cc(OC)c1OC
  29	-2	i	-1	2	0	-1	1	11	-1
23: Nc1nc2c(s1)CCc1c-2cnn1-c1ccccc1
  72*	53	i	-4	-7	3	1	58	7	6
24: NCCCC[C@H]1CNC(=S)N1CCc1cccc(F)c1
  -9	-1	i	2	-2	4	0	8	-4	.
25: CC1NC(=O)NC1CCCCC(=O)O (centres undefined)
  -11	-5	i	2	-2	-2	-1	10	-6	-2
26: CCOC(=O)C(C)(C)NS(=O)(=O)c1ccc(Cl)c([N+](=O)[O-])c1
  -3	-5	i	-1	1	-4	3	12	-4	-1
27: COc1ccc(NS(=O)(=O)c2ccc3c(c2)CCN3C(=O)CCC(=O)O)cc1OC
  -30	-34	i	7	-1	-1	1	-4	-5	-2
28: CCOC(=O)CN1C(=O)C(=O)c2cccc(C)c21
  -3	-3	i	0	6	3	-1	30	-3	-2
29: O=C(COC(=O)CNC(=O)c1ccc(Br)cc1)NCCC1=CCCCC1
  20	2	i	3	1	7	-1	40	4	-1
30: O=C(CCN1C(=O)/C(=C/c2ccc(F)cc2)SC1=S)NCCc1ccc(O)cc1
  3	3	i	4	1	-4	-2	-4	-4	-2

Just GSK3B inh, for 2 of the compounds above:
| cpd | canonical_smiles | GSK3B inh |
| --- | --- | --- |
| 18 | COc1ccccc1N1CCN(C(=O)CSc2nnc3n2C(C)(C)Cc2ccccc2-3)CC1 | -1 |
| 20 | CC(C)CNC(=O)COC(=O)c1ccccc1SCC(=O)NCC(C)C | 2 |

(continued)
The line under a structure holds: HSF-1 act	HSF1 inhib	PolyA inhibitor	HSP90 inh	HDAC3 inhib	Dyrk1A ADPGlo	GSK3B inh	AI-2 QS mod	Platelet DG rel	GSK3A inh
31: CN1CCN(c2ccc(CNS(=O)(=O)c3ccsc3)cc2)CC1
  12	-2	i	1	1	.	-1	10	-10	-2
32: CSc1ccc(S(=O)(=O)Nc2ccc(N3CCOCC3)c(Cl)c2)cc1
  -3	-2	i	4	9	10	2	29	4	-1
33: CCOC(=O)C(NC(=O)c1ccc(F)cc1)(Nc1sc2c(c1C(N)=O)CCC2)C(F)(F)F (centres undefined)
  16	-6	i	1	8	-57	-1	1	7	9
34: CCc1ccc(NC(=O)NC2CCCCCCC2)cc1
  .	.	.	-4	2	13	1	33	.	.
35: Cc1c(C(=O)N2CCCCC2C)sc2nc3n(c(=O)c12)CCC3 (centres undefined)
  5	1	i	-8	-1	.	5	.	-4	2
36: CC(=O)N1CCN(S(=O)(=O)c2cccc(C(=O)OCN3C(=O)c4ccccc4C3=O)c2)CC1
  -10	-1	i	-1	1	1	9	19	6	-2
37: Nc1c(C(=O)O)sc2nc(-c3ccccc3)cc(-c3ccccc3)c12
  -10	-6	i	1	-3	1	2	11	2	.
38: O=C(C1Cc2ccccc2CN1S(=O)(=O)c1cccs1)N1CCCCCC1 (centres undefined)
  8	5	i	-1	-3	-14	-1	16	1	1
39: CN1C(=O)c2ccc(NC(=S)NC(=O)C(C)(C)C)cc2C1=O
  10	2	i	-1	-1	0	-3	3	-3	-3
40: CC(Oc1ccc(Br)cc1)C(=O)N1CCc2ccccc21 (centres undefined)
  -9	-11	i	0	-1	0	3	11	4	6
41: O=C(O/N=C(\c1ccccc1)c1ccccn1)c1ccc(Cl)c(Cl)c1
  62*	15	i	-3	4	-7	1	-2	-3	-1
42: O=C(O)c1ccccc1S(=O)CCO (centres undefined)
  30	-6	i	3	-5	-2	0	19	-1	2
43: O=C(c1cc(S(=O)(=O)N2CCCCC2)ccc1F)N1CCCCC1
  -2	-7	i	1	-1	1	0	15	-10	-3
44: CC1CN(Cc2ccccc2)c2nc3c(c(=O)n(C)c(=O)n3C)n2C1 (centres undefined)
  7	-6	i	2	3	-1	1	1	6	12
45: COC(=O)c1ccc(S(=O)(=O)N2CCN(CCO)CC2)n1C
  1	-4	i	-2	-7	.	0	20	1	1
46: COc1ccccc1CNC(=O)CS(=O)(=O)Cc1ccccc1
  36	4	i	-2	-3	0	2	17	6	-1
47: Cc1ccc(Cn2c(C3CCCN3c3nc(-c4ccc(F)cc4)cs3)nc3cc(Cl)c(Cl)cc32)cc1 (centres undefined)
  -7	-1	i	.	-6	-13	4	22	11	1
48: O=C1OCC/C1=C\OCCCO/C=C1\CCOC1=O
  -29	-9	i	2	2	4	3	6	1	-3
49: Cc1ccc(-c2nnc(OCC3CCCO3)c3ccccc23)cc1 (centres undefined)
  24	7	i	4	4	4	2	5	3	-3
50: COC(=O)CN1C(=S)N(Cc2ccccc2)C(=O)C1CC(=O)Nc1ccc(Br)cc1 (centres undefined)
  21	13	i	-3	-14	4	1	3	2	-2
51: O=C(N1CCCCCC1)N1CCN(S(=O)(=O)c2ccccc2)CC1
  -2	-4	i	-1	3	1	1	30	-3	-1
52: Cc1ccccc1CC(=O)N1CCOCC1
  10	-1	i	-3	6	-3	0	8	5	-5
53: CCCc1c(O)nc(SCC(=O)NCCc2ccc(OC)c(OC)c2)[nH]c1=O
  -10	-3	i	-2	0	5	-1	11	-4	-3
54: COc1ccc(-c2csc(-c3[nH]cnc3N)n2)cc1
  3	-5	.	-5	-10	1	0	33	-3	-1
55: CCOc1cc(/C=C2\C(=O)ON=C2c2ccccc2)cc(Br)c1O
  -2	2	i	-1	9	.	2	26	-4	-9
56: COc1cc(OC)cc(C(=O)N[C@H](C(=O)OCC(=O)Nc2ccc(C)cc2C)C(C)C)c1
  6	4	i	1	6	.	4	1	-17	-3
57: COc1ccc(-c2nc3cc(NC(=O)c4ccc5c(c4)OCO5)ccc3o2)cc1
  -22	-28	i	2	-7	5	3	26	-3	1
58: COc1ccc2c(c1)cc(C(=O)N[C@H](C(=O)N1CCC[C@H]1C(=O)O)C(C)C)n2C
  1	-1	i	-5	-73	39	3	19	0	-1
59: CCCCN(c1ccccc1)S(=O)(=O)N(C)C
  10	-5	i	2	2	3	2	5	3	0
60: O=C(CNC(=O)Cn1ccc2ccccc2c1=O)NCCCN1CCCCCC1
  .	.	.	6	-1	1	.	.	.	1
61: Cc1c(Cl)cccc1NC(=O)Nc1ccn(C)n1
  -1	4	i	2	0	3	1	25	-1	-1
62: COc1ccc(Cl)cc1NC(=S)N(Cc1ccccc1C)CC1CCC(C(=O)O)CC1 (centres undefined)
  -12	3	i	-6	-4	-2	5	31	-6	-7
63: CCC1SC2=NC(C)=C(C(=O)OC)C(c3ccc(C)cc3)N2C1=O (centres undefined)
  -1	0	i	2	4	-1	-5	12	-14	2
64: CCN(C(=O)CN1c2ccccc2CC1C)c1c(N)n(Cc2ccccc2)c(=O)[nH]c1=O (centres undefined)
  -9	-3	i	4	0	-2	-6	11	2	0
65: Nc1nnc(Cc2cccc(Br)c2)s1
  27	-1	i	4	-1	5	2	11	-6	-3
66: COc1ccc(CN(C)C(C)C(=O)Nc2ccc(S(=O)(=O)N3CCOCC3)cc2)c(OC)c1 (centres undefined)
  -4	-15	i	3	3	.	2	25	-19	-1

Only part of the results is shown; count on the stated rates, not on these rows.
